TWEAK-Fn14 inh = TWEAK-Fn14 signaling inhibition. TWEAK-stimulated Fn14 reporter cells, luciferase luminescence, 8 h. inhibition, % at 10 µM. actives 2% (n = 360,000); in the data active = inhibition above about 50%
SRC3 inh = human NCOA3 inhibition. Q9Y6Q9. HEK293 GAL4-SRC3 luciferase reporter, luminescence. inhibition, % at 3.6 µM. actives 0.17% (n = 360,000). AID 588352;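 active = inhibition above a per-campaign cutoff, the mean of all compounds plus 3 SD, cut at about 60% in these data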;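 also: 0% = DMSO-treated cells and 100% = gossypol-treated cells at 36 µM; higher means less SRC3-driven luciferase light from the GAL4 reporter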
Target sequence (Q9Y6Q9 whole entry, looked up, the tested form may be a part): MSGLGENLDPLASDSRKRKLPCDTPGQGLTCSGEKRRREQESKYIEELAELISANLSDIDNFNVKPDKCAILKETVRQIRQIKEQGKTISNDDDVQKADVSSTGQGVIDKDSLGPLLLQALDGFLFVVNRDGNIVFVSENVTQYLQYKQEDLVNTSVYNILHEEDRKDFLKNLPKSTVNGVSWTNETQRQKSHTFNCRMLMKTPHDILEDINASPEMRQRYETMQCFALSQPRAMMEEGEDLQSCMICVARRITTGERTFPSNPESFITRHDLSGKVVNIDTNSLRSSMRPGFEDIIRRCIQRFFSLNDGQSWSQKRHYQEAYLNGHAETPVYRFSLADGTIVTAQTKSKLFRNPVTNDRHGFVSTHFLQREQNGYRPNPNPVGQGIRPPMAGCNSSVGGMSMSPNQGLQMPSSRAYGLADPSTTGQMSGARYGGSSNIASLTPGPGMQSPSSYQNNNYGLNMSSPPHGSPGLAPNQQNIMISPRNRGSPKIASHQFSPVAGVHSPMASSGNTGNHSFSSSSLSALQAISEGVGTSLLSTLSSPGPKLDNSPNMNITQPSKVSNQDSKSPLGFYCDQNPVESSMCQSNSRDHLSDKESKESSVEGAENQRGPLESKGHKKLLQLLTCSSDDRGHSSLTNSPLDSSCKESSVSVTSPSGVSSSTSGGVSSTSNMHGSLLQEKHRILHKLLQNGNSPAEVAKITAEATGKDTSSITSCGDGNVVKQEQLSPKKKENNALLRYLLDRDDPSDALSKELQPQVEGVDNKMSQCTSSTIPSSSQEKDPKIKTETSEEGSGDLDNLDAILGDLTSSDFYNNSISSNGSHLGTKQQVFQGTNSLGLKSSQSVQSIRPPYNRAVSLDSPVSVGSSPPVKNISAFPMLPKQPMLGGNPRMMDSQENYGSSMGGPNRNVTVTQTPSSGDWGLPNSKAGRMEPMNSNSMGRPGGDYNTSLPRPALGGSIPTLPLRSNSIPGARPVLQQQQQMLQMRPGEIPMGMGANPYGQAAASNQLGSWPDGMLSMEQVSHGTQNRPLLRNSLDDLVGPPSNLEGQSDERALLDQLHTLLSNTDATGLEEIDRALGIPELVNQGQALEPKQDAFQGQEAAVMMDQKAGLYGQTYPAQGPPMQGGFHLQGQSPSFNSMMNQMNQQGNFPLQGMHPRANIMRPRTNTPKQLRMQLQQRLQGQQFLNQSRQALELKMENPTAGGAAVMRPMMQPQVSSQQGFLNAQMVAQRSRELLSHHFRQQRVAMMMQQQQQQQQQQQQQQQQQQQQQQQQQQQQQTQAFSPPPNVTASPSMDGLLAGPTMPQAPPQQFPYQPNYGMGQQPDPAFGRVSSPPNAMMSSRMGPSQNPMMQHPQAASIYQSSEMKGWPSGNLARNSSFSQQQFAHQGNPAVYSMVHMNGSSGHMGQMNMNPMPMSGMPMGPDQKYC
TRAIL sens C8 = sensitizes caspase-8 expressing cells to TRAIL | NB7+C8 cells + TRAIL, ATPlite viability luminescence | inhibition (viability loss, TRAIL sensitization), % at 10 µM | actives 1% (n = 360,000);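 active = compounds causing at least 50% loss of cell viability in the single-dose screen, relative to plate controls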
SRC2 inh = inhibits human steroid receptor coactivator 2 | actives 0.17% (n = 370,000) | inhibition, % at 9 µM | HEK293 GAL4-SRC2 luciferase reporter, luminescence;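 active = inhibition above the mean inhibition of all tested compounds plus 3 SD, set per campaign, cut at about 52% in these data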;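 also: 0% = DMSO treated cells and 100% = cells given Gossypol at 36 µM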
COUP-TFII inh = NR2F2 (human) inhibition, primary screen; P24468; HEK293T NGFI-A luciferase reporter, luminescence; inhibition, % at 8.6 µM; actives 0.7% (n = 370,000);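 active = inhibition above a per-plate cutoff, mean inhibition of test wells between control levels plus 3 SD, cut at about 38% in these data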;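 also: cells cotransfected with COUP-TFII expression vector driving the NGFI-A reporter; 0% = median of COUP-TF2 test wells and 100% = reporter-only cells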
TROY signal inh = inhibitors of TROY-dependent NF-kB signaling; actives 0.98% (n = 360,000); Q293 LMP1-TROYcd NF-kB luciferase reporter, 4 h; inhibition, % at 10 µM; AID 1347056;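 active = compounds whose plate-normalised and pattern-corrected inhibition of the luciferase reporter signal at the single screening dose is 50% or more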
SRC1 inh = human NCOA1 inhibition; Q15788; HEK293 GAL4-SRC1 luciferase reporter, luminescence; actives 0.12% (n = 360,000); AID 588354; inhibition, % at 3.6 µM;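 active = inhibition above the campaign mean plus 3 SD, with each screening campaign given its own cutoff, cut at about 60% in these data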;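 also: 0% = DMSO treated cells and 100% = gossypol at 36 µM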
TLR9-MyD88 block = blocks human TLR9 binding to MyD88 | inhibition, % at 4.98 µM | actives 0.21% (n = 340,000) | CHO BLA complementation TLR9-MyD88, CCF4 FRET ratio | Q9NR96+Q99836 | AID 504734;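 active = inhibition above the mean over all tested compounds plus 3 SD, cut at about 21% in these data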;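 also: 0% = DMSO only wells and 100% = clavulanate BLA inhibitor control wells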
NOD2 RIPK2 PPI = inhibitors of human NOD2-RIPK2 interaction; AID 624267; O43353; actives 0.38% (n = 360,000); CHO BLA complementation NOD2-RIPK2, CCF4 ratio; inhibition, % at 4.98 µM; in the data active = inhibition above about 21%;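 also: 0% = vehicle only and 100% = reference blocker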
EBV LMP1 NFkB = inhibitors of Epstein-Barr LMP1-induced NF-kappaB reporter | actives 0.69% (n = 350,000) | inhibition, % at 12.5 µM | LMP1-induced NF-kappaB luciferase reporter cells, luminescence | AID 504558; in the data active = inhibition above about 41%;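 also: 0% = neutral control wells and 100% = reference inhibitor control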
NR5A2 inv ag = inverse agonists of human LRH-1 (NR5A2). O00482. HEK293T StAR-luciferase reporter, LRH-1 transfected, 24 h. inhibition, % at 3.6 µM. actives 0.13% (n = 360,000);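 active = inhibition above the mean inhibition of all tested compounds plus 3 SD, cut at about 73% in these data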;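 also: 0% = DMSO wells and 100% = reporter-only cells lacking LRH-1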
* hit, by the source's call; x = not tested or not shown. These rows are one share of the data; rates above refer to the full screens.

SMILES	TWEAK-Fn14 inh	SRC3 inh	TRAIL sens C8	SRC2 inh	COUP-TFII inh	TROY signal inh	SRC1 inh	TLR9-MyD88 block	NOD2 RIPK2 PPI	EBV LMP1 NFkB	NR5A2 inv ag
CCOC(=O)Cn1c(C(=O)OCC)cc2sccc21	16	14	-11	-23	0	-9	-12	8	-11	-3	13
CC(=O)Nc1ccc(N=Nc2c(C)[nH]n(C(N)=S)c2=O)cc1	-26	-31	0	-18	5	-27	-25	-6	-2	-2	-19
Cc1ccc(NC(=O)COC(=O)CSC(=S)N2CCOCC2)cc1	2	-10	-8	-27	-26	-7	-25	11	-7	-10	-15
CC(C)[C@H](CO)NC(=O)[C@H]1O[C@@H](n2ccc(N)nc2=O)[C@H](O)[C@@H]1O	5	16	-21	-1	-21	-5	-3	x	1	x	16
Cc1ccccc1S(=O)(=O)Cc1ccc(C(=O)N2CCN(c3cccc(C)c3C)CC2)o1	38	16	23	31	27	41	21	7	-6	25	20
COc1ccc(S(=O)(=O)N(C)C[C@H]2Oc3c(NC(=O)Nc4c(C)noc4C)cccc3C(=O)N([C@@H](C)CO)C[C@H]2C)cc1	4	6	-5	14	13	10	-7	6	-13	7	4
O=C(CN1CCOCC1)Nc1ncc(Cc2cccc(Cl)c2)s1	2	7	8	-17	5	9	12	-5	-7	-8	13
Cc1oc(C(C)(C)C)c(CN2CCCC2)c1C(=O)O	2	13	-8	-10	-10	-1	-8	-10	-6	1	-3
O=C(CCN1C(=O)C2C3C=CC(C4CC34)C2C1=O)Oc1ccccc1 (configuration not stated)	9	7	24	7	-13	3	11	-2	-4	-9	1
CCC1CCc2sc(C(=O)O)cc2C1 (configuration not stated)	-9	-2	4	-1	5	15	2	-6	3	0	23
S=c1nc(C2CCCCC2)[nH][nH]1	17	13	-5	x	x	-2	-16	5	-11	7	7
O=C(CNC(=S)N(Cc1ccccc1Cl)C1CCCC1)NCCCN1CCOCC1	-17	11	4	9	-9	9	8	-11	-2	2	-12
O=C(NNC(=O)c1ccc(Br)o1)c1ccc(NS(=O)(=O)c2cccs2)cc1	-15	-14	11	9	-12	-1	7	-17	-11	-5	-25
Cc1c(C(=O)N2CCCCC2)nn(-c2ccc(Cl)cc2)c(=O)c1C#N	-6	8	3	-35	9	-17	19	-3	-5	-2	-7
O=C(NCCc1c[nH]c2ccccc12)c1cc2ccccc2oc1=O	20	-76	-1	-66	-39	-57	-88	10	15	-37	-80
COc1cccc(N(CC(=O)N2CCN(C)CC2)S(=O)(=O)c2ccccc2)c1	0	10	-18	-12	-14	-26	2	-4	-3	5	1
O=C1Nc2ccccc2C1C(C[N+](=O)[O-])c1ccccc1 (configuration not stated)	5	-11	9	7	-9	4	7	2	2	-4	-1
CC(C)CCNC(=O)C(c1ccc(O)cc1)N(Cc1cccs1)C(=O)C1COc2ccccc2O1 (configuration not stated)	55*	7	11	10	11	28	-15	-14	-7	5	-10
CCCOC(=O)c1ccc(NC(=O)c2ccccc2OC)cc1	-11	-40	-2	-33	-20	-51	-25	-3	-13	-21	-66
COc1cccc(CNC(=S)Nc2ccc(Cl)cc2C)c1	-13	9	-2	-2	2	2	11	10	1	2	6
CC(C)[C@H](NC(=O)N1CC(=O)Nc2ccccc21)C(=O)Nc1nccs1	17	14	-1	-5	20	0	-1	-7	-10	4	12
CCO[C@@H]1OC(C(=O)N2CCN(C)CC2)=C[C@H](c2coc3ccccc3c2=O)[C@H]1CCCO	2	-5	-14	15	-8	-6	1	-3	0	0	-5
Cc1cc2cccc(C)c2nc1SCC(=O)NC1CCCCC1	18	-21	4	-3	12	-13	5	2	-11	-4	-5
COc1cccc(NC(=O)CN(C)C(=O)c2ccc(S(=O)(=O)Nc3ccccc3C)cc2)c1	-9	3	1	-10	3	3	-4	-1	-9	-8	7
Cc1ccc(C(=O)N2CCCC2)c(F)c1F	0	1	11	2	14	3	10	-3	-1	-5	2

15 compounds already listed, ordered by molar mass, falling.
SMILES	TWEAK-Fn14 inh	SRC3 inh	TRAIL sens C8	SRC2 inh	COUP-TFII inh	TROY signal inh	SRC1 inh	TLR9-MyD88 block	NOD2 RIPK2 PPI	EBV LMP1 NFkB	NR5A2 inv ag
COc1ccc(S(=O)(=O)N(C)C[C@H]2Oc3c(NC(=O)Nc4c(C)noc4C)cccc3C(=O)N([C@@H](C)CO)C[C@H]2C)cc1	4	6	-5	14	13	10	-7	6	-13	7	4
O=C(NNC(=O)c1ccc(Br)o1)c1ccc(NS(=O)(=O)c2cccs2)cc1	-15	-14	11	9	-12	-1	7	-17	-11	-5	-25
CCO[C@@H]1OC(C(=O)N2CCN(C)CC2)=C[C@H](c2coc3ccccc3c2=O)[C@H]1CCCO	2	-5	-14	15	-8	-6	1	-3	0	0	-5
O=C(CNC(=S)N(Cc1ccccc1Cl)C1CCCC1)NCCCN1CCOCC1	-17	11	4	9	-9	9	8	-11	-2	2	-12
CC(C)[C@H](NC(=O)N1CC(=O)Nc2ccccc21)C(=O)Nc1nccs1	17	14	-1	-5	20	0	-1	-7	-10	4	12
Cc1c(C(=O)N2CCCCC2)nn(-c2ccc(Cl)cc2)c(=O)c1C#N	-6	8	3	-35	9	-17	19	-3	-5	-2	-7
O=C(NCCc1c[nH]c2ccccc12)c1cc2ccccc2oc1=O	20	-76	-1	-66	-39	-57	-88	10	15	-37	-80
Cc1cc2cccc(C)c2nc1SCC(=O)NC1CCCCC1	18	-21	4	-3	12	-13	5	2	-11	-4	-5
CC(=O)Nc1ccc(N=Nc2c(C)[nH]n(C(N)=S)c2=O)cc1	-26	-31	0	-18	5	-27	-25	-6	-2	-2	-19
CCCOC(=O)c1ccc(NC(=O)c2ccccc2OC)cc1	-11	-40	-2	-33	-20	-51	-25	-3	-13	-21	-66
O=C1Nc2ccccc2C1C(C[N+](=O)[O-])c1ccccc1 (configuration not stated)	5	-11	9	7	-9	4	7	2	2	-4	-1
CCOC(=O)Cn1c(C(=O)OCC)cc2sccc21	16	14	-11	-23	0	-9	-12	8	-11	-3	13
Cc1ccc(C(=O)N2CCCC2)c(F)c1F	0	1	11	2	14	3	10	-3	-1	-5	2
CCC1CCc2sc(C(=O)O)cc2C1 (configuration not stated)	-9	-2	4	-1	5	15	2	-6	3	0	23
S=c1nc(C2CCCCC2)[nH][nH]1	17	13	-5	x	x	-2	-16	5	-11	7	7

Remaining list, next part.
SMILES	TWEAK-Fn14 inh	SRC3 inh	TRAIL sens C8	SRC2 inh	COUP-TFII inh	TROY signal inh	SRC1 inh	TLR9-MyD88 block	NOD2 RIPK2 PPI	EBV LMP1 NFkB	NR5A2 inv ag
Cc1ccc(/C=C/C(=O)Nc2ccc(S(N)(=O)=O)cc2)o1	10	-1	0	20	-5	11	-2	-2	-5	4	-4
CCCCC(=O)NC(N1CCCCC1)C(Cl)(Cl)Cl (configuration not stated)	-1	1	-5	5	-6	-5	-11	7	-7	-2	-5
Cc1cccc2cc(CN(CC3CCCO3)C(c3nnnn3Cc3ccco3)C(C)C)c(=O)[nH]c12 (configuration not stated)	-14	7	0	-9	5	12	-7	-9	10	4	5
CC(=O)Nc1ccc(NC(=O)C(C)OC(=O)c2ccccc2Sc2ccccc2C#N)cc1 (configuration not stated)	-21	20	-1	-13	8	19	9	2	-1	-2	-4
O=C1C2CC=CCC2C(=O)N1c1ccc(Cc2ccncc2)cc1 (configuration not stated)	6	8	27	4	31	17	-8	-7	-5	2	9
CCN1C(=O)C(C)S/C1=N\S(=O)(=O)c1ccc(Cl)s1 (configuration not stated)	23	6	20	15	10	-1	-7	-3	-9	6	9
O=C(CN1C(=O)c2ccc([N+](=O)[O-])cc2C1=O)Nc1nnc(C2CC2)s1	0	-10	7	8	-23	-8	12	3	1	-9	0
Fc1ccccc1-c1csc(=Nc2cccnc2)n1CCCn1ccnc1	55*	42	-11	31	23	25	22	4	6	2	-9
O=C(Nc1cccc2nsnc12)c1cccnc1Cl	-5	22	-6	11	0	-1	19	-6	-5	6	-13
Cc1ccc(Nc2cc(C)nc3ccccc23)c(C)c1	-17	14	7	7	14	-3	0	6	1	9	13
CN(CCCCOc1ccc(F)cc1)Cc1ccccc1	-3	-5	3	-3	5	-37	-1	-10	6	5	1
Cn1c(C(=O)O)cc2c(=O)n3ccccc3nc21	-22	26	-12	-2	11	-3	2	11	1	-8	-5
Cc1occc1C(=O)N1N=C(C2CC2)CC1(O)C(F)(F)F (configuration not stated)	9	3	-16	-17	-22	-42	6	3	-5	-2	-13
O=C(CC(NC(=O)OCc1ccccc1)c1nn[nH]n1)OCc1ccccc1 (configuration not stated)	-48	-134	0	-52	-18	-83	-88	5	-11	-17	-120
CC1CCCN(Cc2nc3c(c(=O)n(C)c(=O)n3C)n2CCc2ccccc2)C1 (configuration not stated)	-25	-20	-4	14	9	-6	3	10	-9	12	-2
O=C(O)CCC(=O)N1CCc2cc(S(=O)(=O)NCc3cccs3)ccc21	1	16	-8	6	-8	-19	-6	11	-4	-9	0
COCCNS(=O)(=O)c1ccccc1	3	18	-6	11	-4	21	0	-3	0	-1	15
COC(=O)C(CC(=O)CNC(=O)c1ccccc1)NC(=O)c1ccccc1 (configuration not stated)	-5	6	-8	-2	-8	-3	3	-2	4	5	8
COc1ccc(S(=O)(=O)NC2CC(=O)N(c3ccc4c(c3)OCCO4)C2)cc1 (configuration not stated)	-1	4	4	0	-22	-4	-2	-7	-2	8	-9
Cc1cccc(C)c1OCC(C)N (configuration not stated)	8	-17	2	-13	-15	-5	-11	-3	-5	-3	3
CS(=O)(=O)C1=NN2C(=N)/C(=C\c3ccc(OC(=O)c4ccco4)cc3)C(=O)N=C2S1	-12	-11	-6	3	7	1	4	-1	-6	-2	-5
O=C(C[n+]1ccc(C(=O)N/N=C/c2ccc(O)cc2)cc1)c1ccccc1	0	-45	-29	-20	0	-13	-6	6	-7	-1	3
O=C(CN1CCN(C(c2ccccc2)c2ccccc2)CC1)N1N=CCC1c1ccccc1 (configuration not stated)	12	14	1	5	11	-7	-10	-8	13	-1	12
CCOC(=O)C(=CNc1ccc(N2CCCCC2)c(S(=O)(=O)Nc2ccccc2OC)c1)C(=O)OCC	10	-10	13	-2	9	8	-5	-3	-1	8	-6
COCCCn1c(SCC(=O)N2CCOCC2)nc2ccccc2c1=O	-6	10	-20	-9	3	6	3	-10	-6	5	7
O=C(CSc1n[nH]c(=O)n1C1CC1)Nc1ccccc1	-55	-12	-20	-6	7	-8	10	-4	0	5	5
O=C1c2ccccc2S(=O)(=O)N1CC1CC(c2ccc(Cl)cc2)=NO1 (configuration not stated)	1	-85	39	-16	-31	-35	-105	6	1	-53	-137
CSc1ccc(CN(C)CC(=O)NC(=O)NCCC2=CCCCC2)cc1	-2	-6	0	20	5	-6	1	-9	9	1	-17
O=C(Nc1ccc(S(=O)(=O)N2CCCCC2)cc1)c1ccccc1Cl	16	-3	-3	-17	-2	4	-6	0	3	-6	3
